# Screening data as filed in PubChem BioAssay.
# Dynein cargo inh – dynein cargo transport inhibition. z-score, hits read low. 3617.4 mouse cells, GR-EGFP nuclear translocation imaging; test concentration mostly 20 µM; stimulated with dexamethasone, 1 µM; active compounds read low. 220,000 compounds, 0.47% hits. AID 1381;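 active means plate z-score of nuclear minus cytoplasmic receptor signal below a set negative limit, without overly bright fluorescence or cell loss, cut at about -3.5 in these data, passing the limit was not always enough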;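 further: z-score of nuclear minus cytoplasmic ring GR-EGFP intensity difference per well; some compounds called inactive have numbers as strong as hits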
#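 Buffer or medium: tetracycline-free induction medium containing charcoal-stripped FBS / Reagent: dexamethasone agonist, 1.0 µM final, for 30 min / Technique: automated 10x imaging of fixed Hoechst-stained cells / Times: induction 48 h, compound 1 h, agonist 30 min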
# AID2073 – disruptors of CaV2.2 binding to Mint1 – biochemical, HTRF (AID 2073); HTRF protein-protein interaction, Mint1-CaV2.2; higher % means a stronger effect; inhibition, % at 20 µM; hits with a dose series show IC50 in µM; 290,000 compounds, 0.19% hits; in the data active means inhibition mostly above about 51%, no sharp cut-off; further: some results filed as inactive read as strong as hits
# M1AAP inhibition – P. falciparum M1AAP inhibitors, biochemical, fluorogenic H-Leu-NHMec substrate, 1536-well (AID 1445). recombinant M1AAP, H-Leu-NHMec fluorogenic kinetic assay; higher % means a stronger effect. inhibition, % at 30 µM, or IC50 in µM where a hit was titrated. 220,000 compounds, 0.42% hits;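 active means primary inhibition above the hit cutoff, then over 50% inhibition at one or more dose response concentrations, cut at about 23% in these data, passing the limit was not always enough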;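 further: plate controls were DMSO full reaction for no effect and no enzyme background for full effect; strong numbers were not always called active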
# human PMI inhibition – inhibitors of human PMI, primary screen, biochemical, fluorescence intensity, coupled assay (AID 1209) | purified PMI enzyme, coupled fluorescence intensity; higher % means a stronger effect | inhibition, % at 20 µM; hits with a dose series show IC50 in µM | 190,000 compounds, 0.42% hits;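 further: plate controls were DMSO vehicle for no effect and wells lacking substrate for full effect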
# LYP inhibition – PTPN22 lymphoid phosphatase activity blockers – biochemical, fluorescence intensity, uHTS (AID 1779). recombinant LYP phosphatase, fluorescence intensity; higher % means a stronger effect. inhibition, % at 11.5 µM; hits with a dose series show IC50 in µM. 290,000 compounds, 0.054% hits;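 further: plate controls were vehicle with enzyme for no effect and no enzyme for full effect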
# XIAP displacement – XIAP antagonists, biochemical, IAP family, fluorescence polarization (AID 1018); displacement, % at 20 µM, or IC50 in µM where a hit was titrated; XIAP BIR domain, fluorescence polarization peptide displacement; higher % means a stronger effect; 200,000 compounds, 0.007% hits; in the data active means displacement above about 50%; further: a part of the inactive calls stands beside numbers as strong as those of hits
# M17LAP inhibition – P. falciparum M17LAP inhibitors, primary screen, biochemical, fluorogenic H-Leu-NHMec substrate, 1536-well (AID 1619) | recombinant M17LAP, H-Leu-NHMec fluorogenic kinetic assay; higher % means a stronger effect | 220,000 compounds, 0.38% hits | inhibition, % at 30 µM, or IC50 in µM where a hit was titrated;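 active means compound inhibiting the enzyme by more than half at any dose during confirmatory dose-response retesting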;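 further: plate controls were full reaction with DMSO carrier for no effect and no enzyme background for full effect; strong numbers were not always called active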
# PMI inhibition – MPI inhibition at elevated mannose 6-phosphate – biochemical, fluorescence intensity, high mannose 6-phosphate, primary screen (AID 1220); recombinant PMI enzyme, coupled fluorescence intensity; higher % means a stronger effect; inhibition, % at 20 µM; hits with a dose series show IC50 in µM; 190,000 compounds, 0.66% hits
# SIAH1 antagonists – Siah-1 peptide-binding antagonists, primary screen, biochemical, fluorescence polarization, rhodamine-plectin, uHTS (AID 1817) | Siah-1 / rhodamine-plectin peptide fluorescence polarization; higher % means a stronger effect | displacement, % at 20 µM; hits with a dose series show IC50 in µM | 290,000 compounds, 0.02% hits;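 active means displacement of at least 50% at 20 µM, with a fluorescence ratio check between 0.3 and a set limit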;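 further: plate controls were Siah plus tracer with DMSO for no effect and tracer alone without Siah for full effect; strong numbers were not always called active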
# Dynein cargo inh cytoplasmic EGFP – further read-out of Dynein cargo inh, marked with its call; z-score; measured here: cytoplasmic GR-EGFP intensity; active compounds read high
# Dynein cargo inh nuclear GR-EGFP – also measured in Dynein cargo inh; calls as there; z-score; measured here: nuclear GR-EGFP intensity;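 lower value marks the stronger effect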
# Dynein cargo inh cell count – further read-out of Dynein cargo inh, marked with its call; z-score; measured here: cell count per field
# * hit, by the source's call; nt = no result given. Unless noted, no stated cut-off is given here; in the data, active means inhibition above about 50%; inactive means the rest.
SMILES,Dynein cargo inh,Dynein cargo inh cytoplasmic EGFP,Dynein cargo inh nuclear GR-EGFP,Dynein cargo inh cell count,AID2073,M1AAP inhibition,human PMI inhibition,LYP inhibition,XIAP displacement,M17LAP inhibition,PMI inhibition,SIAH1 antagonists
O=C(NCCCN1CCOCC1)c1ccc(Cl)s1,-0.12,-0.093,-0.098,0.28,4%,10%,-8%,-6%,0.7%,-4%,-7%,-1%
CCN=c1scc(-c2ccc3c(c2)NC(=O)CO3)n1N=C1CCCC1,0.97,-0.11,0.14,-0.03,5%,9%,-3%,2%,-6.9%,14%,12%,0%
CCn1c(SCC(=O)NCc2ccc3c(c2)OCO3)nnc1-c1ccncc1,2.3,-0.056,1.8,-1.7,-2%,-7%,-4%,0%,-3.2%,-3%,-1%,-2%
O=C(CN1CCCCC1)Nc1cccc(Cl)c1Cl,2.1,0.022,2.4,-2.8,2%,4%,4%,0%,-7.2%,-2%,2%,1%
CCCCN=CC1=C(O)CC(c2ccccc2)CC1=O (stereo unspecified),-0.15,-0.0024,0.24,1.3,-1%,0%,7%,-5%,-2.0%,3%,5%,11%
O=C(CN1CCN(c2ccccc2)CC1)Nc1ccc(-n2cnnn2)cc1,-0.55,-0.074,-0.29,1.2,-7%,3%,108%*,-1%,0.2%,9%,0%,-1%
CNc1cc([N+](=O)[O-])ccc1N/C=C/C(=O)c1ccc2c(c1)OCO2,0.25,-0.2,0.46,-1.5,4%,13%,-32%,-5%,-7.8%,9%,-16%,-1%
CN(Cc1ccccc1)Cc1c(F)cccc1F,0.051,-0.21,-0.012,0.39,10%,-12%,16%,-2%,2.4%,-5%,7%,3%
CCOc1ccc(NC(=S)N2CCN(C/C=C/c3ccccc3)CC2)cc1,1.1,-0.35,0.67,-0.098,-14%,2%,10%,-6%,-1.5%,5%,10%,-4%
O=C1NC(c2ccccc2)(C(F)(F)F)C(=O)N1Cc1cccnc1 (stereo unspecified),-0.2,-0.25,-0.085,0.61,0%,8%,4%,-6%,-2.6%,11%,8%,-5%
CSc1nnc2c(n1)OC(C)=Nc1ccccc1-2,1.1,-0.26,0.57,0.26,-5%,16%,-6%,-9%,-0.9%,5%,4%,3%
Cc1ccc(-n2c(-c3ccncc3)n[nH]c2=S)c(C)c1,0.061,-0.29,0.09,0.25,10%,1%,-7%,6%,-6.5%,3%,4%,3%
Cc1ccc(SCCC(=O)NCc2ccncc2)cc1,-0.26,-0.19,-0.19,-0.34,13%,-1%,nt,-6%,-4.5%,-4%,nt,8%
N#Cc1c(N)sc(=S)c2c1CCN(Cc1ccccc1)C2,nt,nt,nt,nt,52%*,8%,8%,5%,106%,-60%,-47%,35%
CCOc1ccc(S(=O)(=O)N/N=C(\C)c2ccc(OC)cc2OC)cc1,-0.41,-0.19,-0.28,0.18,13%,-3%,-31%,-2%,-4.3%,3%,-6%,-1%
Cc1cccc(C)c1NC(=O)C1(NC(=O)Cn2cccc([N+](=O)[O-])c2=O)CCCCC1,0.14,-0.22,0.46,-0.3,4%,2%,3%,9%,-9.8%,23%,-8%,3%
Cc1ccc(OCc2nc(-c3cccs3)no2)c([N+](=O)[O-])c1,1.1,-0.21,0.92,-1.2,-10%,1%,3%,-1%,-2.5%,3%,7%,-3%
Cc1ccc(-n2c(C)cc(/C=N/NC(N)=S)c2C)cc1,0.065,-0.23,0.066,0.12,-9%,9%,20%,3%,-4.1%,1%,8%,-8%
CC(C)(C)c1cc(N)n2nc(C(C)(C)C)cc2n1,1.1,-0.23,0.76,-0.82,5%,4%,15%,-8%,-4.9%,-3%,12%,0%
CCOC(=O)C1CCCN(C(=O)Cn2nc(CC)n3c(cc4sccc43)c2=O)C1 (stereo unspecified),-0.31,-0.2,0.095,0.11,-1%,3%,-7%,-2%,1.7%,10%,0%,-5%
Brc1ccc(-c2nnc(-c3ccco3)o2)cc1,-0.4,-0.16,-0.00041,-0.15,19%,10%,12%,-1%,-20%,1%,11%,2%
CN(C)C=NC(=O)c1cc(C(=O)c2ccccc2)c[nH]1,-1,-0.26,-0.016,0.61,-3%,7%,-11%,4%,2.0%,7%,0%,0%
CCCSc1nnc(NC(=O)Nc2ccc(C)cc2)s1,0.3,-0.3,-0.27,1.3,6%,5%,nt,-5%,nt,7%,nt,0%
O=C(Nc1ccc2c(c1)OCO2)NC1CCN(Cc2ccccc2)CC1,-0.23,-0.26,0.063,0.81,-7%,5%,1%,-6%,-2.6%,10%,3%,2%
O=C(Cc1cccs1)NCCN1CCOCC1,0.49,-0.31,-0.17,-0.012,9%,-4%,3%,-6%,-5.3%,-7%,-12%,-5%
CC(C)(C)C1CCc2onc(C(=O)NCc3ccc(F)cc3)c2C1 (stereo unspecified),1.1,-0.44,0.77,-0.85,6%,8%,10%,5%,-8.8%,6%,10%,2%
O=S(=O)(c1ccc(Cl)cc1)N1CCN(C(=S)Nc2ccccc2F)CC1,0.24,-0.3,-0.21,0.11,-5%,2%,12%,-3%,-2.0%,0%,7%,-2%
O=C(NCCCn1ccnc1)/C(=C/c1cccs1)NC(=O)c1ccco1,0.55,0.0071,1.1,-1.3,-6%,-4%,12%,1%,-3.6%,-5%,14%,4%
O=C(NNS(=O)(=O)c1ccc2ccccc2c1)C1CCN(Cc2ccccc2)CC1,-0.6,-0.21,-0.57,0.18,6%,2%,4%,-5%,-1.4%,1%,1%,6%
CCOC(=O)C1=C(C)NC(SCC(N)=O)=C(C#N)C1c1cccs1 (stereo unspecified),0.32,-0.24,-0.74,-0.43,-3%,-1%,-4%,-8%,-1.0%,7%,-16%,0%
Cc1cc(C)nc(N2C(=O)CC(C(=O)O)NC2=NCCc2c[nH]c3ccccc23)n1 (stereo unspecified),-0.56,-0.21,-0.36,0.98,-1%,7%,2%,-6%,-1.3%,6%,2%,5%
CCOC(=O)Cc1nc(-c2cccc(C(F)(F)F)c2)no1,0.34,-0.37,0.45,0.36,-2%,-4%,2%,-4%,-0.4%,-3%,-2%,11%
COc1nc(Oc2ccc(=O)n(C)n2)nc(N(C)C)n1,-0.32,-0.17,0.032,0.19,-6%,-7%,-2%,-1%,5.7%,0%,-3%,4%
Fc1ccc(Nc2nc(N3CCOCC3)c3ccccc3n2)cc1,nt,nt,nt,nt,8%,nt,7%,-5%,-13%,nt,9%,3%
CCC(CC)C(=O)NCCc1ccc(F)cc1,1.4,-0.25,0.6,-0.44,-1%,7%,0%,-5%,-2.1%,2%,4%,-2%
Cc1ccc(S(=O)(=O)c2ccc(Cl)cc2)cc1S(=O)(=O)N1CCN(C)CC1,-0.59,0.0025,-0.15,0.24,16%,13%,3%,-2%,-7.9%,4%,4%,0%
CCC(C)(C)n1nnnc1C(C(C)C)N1CCN(C)CC1 (stereo unspecified),-0.59,-0.2,-0.23,0.95,-2%,-3%,-6%,-10%,-2.6%,10%,-6%,5%
O=C(CCn1ccnc1)Nc1ccc2ccccc2c1,-0.32,-0.29,0.11,0.54,-4%,-1%,13%,-3%,-16%,2%,13%,-3%
CC(=O)Nc1sc(N/N=C\c2ccco2)nc1-c1cccs1,0.59,-0.15,0.61,-0.7,-1%,10%,-10%,-3%,2.1%,17%,-39%,-3%
O=[N+]([O-])c1ccc(/C=N/NS(=O)(=O)c2ccc(Cl)cc2)o1,-2.1,-0.045,-1.3,0.52,-8%,5%,-58%,-3%,-1.8%,20%,-121%,3%
Cc1ccc(COc2ccc(/C=N/O)cc2)cc1,0.24,-0.083,0.45,-1.4,4%,-6%,4%,-3%,4.6%,20%,12%,7%
O=C(N/C(=C\c1cccnc1)C(=O)N1CCOCC1)c1ccco1,1.1,-0.22,0.92,-0.6,10%,7%,-16%,-9%,-3.2%,3%,-13%,-9%
COc1ccc(C(CC(=O)O)NC(=O)Cc2ccccc2)cc1 (stereo unspecified),-0.84,-0.3,0.18,0.39,-4%,2%,13%,-4%,-1.7%,9%,9%,-6%
CC(C)C(=O)N1CCN(c2ccccc2NC(=O)c2cccc(Cl)c2)CC1,-0.63,-0.2,-1.1,0.2,-1%,4%,3%,1%,-0.2%,5%,3%,1%
COC(=O)CSc1[nH]c2ccc(F)cc2c1[N+](=O)[O-],-1,-0.22,0.18,0.84,22%,13%,nt,2%,nt,13%,nt,-2%
O=S(=O)(c1cccs1)N1CCc2ccccc2C1,0.19,-0.25,-0.1,1,-3%,5%,5%,-4%,-6.3%,1%,0%,-1%
Cc1cccc(N(C(=O)CCC(=O)Nc2nccs2)C(C(=O)NC(C)(C)C)c2ccc(O)cc2)c1 (stereo unspecified),0.61,-0.24,-0.36,0.87,-9%,3%,12%,-5%,-1.4%,-1%,12%,-3%
OC(COCc1ccccc1)CN1CCc2ccccc2C1 (stereo unspecified),0.63,-0.0041,0.18,-1.1,-6%,-5%,-8%,0%,-13%,12%,-10%,1%

# A few values from the list.
# M17LAP inhibition, OC(COCc1ccccc1)CN1CCc2ccccc2C1 (stereo unspecified) = 12%
# Dynein cargo inh cytoplasmic EGFP, CCC(C)(C)n1nnnc1C(C(C)C)N1CCN(C)CC1 (stereo unspecified) = -0.2

# New compounds follow
SMILES,Dynein cargo inh,Dynein cargo inh cytoplasmic EGFP,Dynein cargo inh nuclear GR-EGFP,Dynein cargo inh cell count,AID2073,M1AAP inhibition,human PMI inhibition,LYP inhibition,XIAP displacement,M17LAP inhibition,PMI inhibition,SIAH1 antagonists
COc1ccc(-c2[nH]nc3c2C(c2ccncc2)C(C#N)=C(N)O3)cc1 (stereo unspecified),-0.7,0.59,0.078,0.66,-5%,13%,10%,4%,-3.0%,24%,5%,3%
Oc1ccc2ccccc2c1C1Nc2cccc3cccc(c23)N1,-0.31,-0.037,0.15,-0.11,16%,-1%,19%,8%,-4.3%,0%,11%,30%
CC1=C(C(=O)OCC2CCCO2)C(c2ccc(C)o2)C2=C(CC(c3ccc(F)cc3)CC2=O)N1 (stereo unspecified),0.67,-0.22,0.31,-0.046,9%,6%,10%,8%,-8.3%,12%,3%,0%
Cc1nccn1S(=O)(=O)c1ccc(Br)cc1Br,-0.15,-0.22,0.084,0.11,10%,-3%,0%,-3%,-14%,-14%,-2%,2%
CC(=O)c1cccc(NC(=O)COC(=O)COc2ccccc2C)c1,1.4,-0.22,1.2,-1.5,-1%,4%,-3%,-2%,-7.0%,4%,-15%,-2%
